# TrxR1 inh: inhibitors of rat thioredoxin reductase 1. O89049. Potency, µM (series often up to 114 µM), for the others: at the top dose activity change, negative = inhibition, most hits filed as inhibitors. recombinant rTrxR1, NADPH fluorescence consumption, selenite substrate. 1% of 390,000 active; further: potency means the concentration at half of the fitted maximal effect; on the % scale 0 is the no-effect control and ±100 the full control effect; nearly all actives have a fitted effect of over 65% in size
#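 Rat TrxR1 (90 nM in the dispensed reagent) was pre-reduced with 400 uM NADPH for 5 min at room temperature, then incubated with compound for 15 min. After 400 uM selenite was added, NADPH fluorescence (Ex 340/Em 450 nm) was followed for 8 min.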
# TrxR1 substrate: substrates of rat thioredoxin reductase 1; O89049; AID 588456; purified TrxR1 substrate turnover, NADPH consumption readout; 0.01% of 390,000 active; Potency, µM (top dose mostly 114 µM), for inactives: at the highest dose activity change, negative = substrate turnover; further: potency means the concentration at half of the fitted maximal effect; on the % scale 0 is the no-effect control and ±100 the full control effect; nearly all actives have a fitted effect of over 50% in size
#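 Rat TrxR1, dispensed at 90 nM, was prereduced with 400 uM NADPH (final) for 5 min at ~22 deg C, then incubated with compound 15 min before 400 uM selenite. A first-read NADPH fluorescence drop versus no-compound background flagged substrates.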
# GRP78 ERSR act: inducers of ER stress response in human glioma cells. U87-MG GRP78 promoter luciferase reporter, 16 h. 0.02% of 420,000 active. Potency, µM, without a hit: at the highest dose activation, hits mostly activators; further: potency means the concentration at half of the fitted maximal effect; series mostly up to about 76 µM; % of control where 0% means no effect; nearly all actives have a fitted effect of over 35% in size
#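 Stably transfected U87-MG glioma cells carrying a GRP78-based luciferase sensor; 16 h compound incubation. Luminescence end-point read 10 min after Bright-Glo addition at room temperature.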
# USP1-UAF1 inh: blocks the human USP1/UAF1 deubiquitinase complex; 0.23% of 390,000 active; recombinant USP1/UAF1, Ub-Rhodamine cleavage fluorescence; O94782; Potency, µM (doses to about 57.1 µM), without a hit: top-dose activity change, negative = inhibition, hits mostly inhibitors; further: potency means the concentration at half of the fitted maximal effect; on the % scale 0 is the no-effect control and ±100 the full control effect; nearly all actives have a fitted effect of over 60% in size; inactives centre near -12
# Target sequence (O94782 whole entry, looked up): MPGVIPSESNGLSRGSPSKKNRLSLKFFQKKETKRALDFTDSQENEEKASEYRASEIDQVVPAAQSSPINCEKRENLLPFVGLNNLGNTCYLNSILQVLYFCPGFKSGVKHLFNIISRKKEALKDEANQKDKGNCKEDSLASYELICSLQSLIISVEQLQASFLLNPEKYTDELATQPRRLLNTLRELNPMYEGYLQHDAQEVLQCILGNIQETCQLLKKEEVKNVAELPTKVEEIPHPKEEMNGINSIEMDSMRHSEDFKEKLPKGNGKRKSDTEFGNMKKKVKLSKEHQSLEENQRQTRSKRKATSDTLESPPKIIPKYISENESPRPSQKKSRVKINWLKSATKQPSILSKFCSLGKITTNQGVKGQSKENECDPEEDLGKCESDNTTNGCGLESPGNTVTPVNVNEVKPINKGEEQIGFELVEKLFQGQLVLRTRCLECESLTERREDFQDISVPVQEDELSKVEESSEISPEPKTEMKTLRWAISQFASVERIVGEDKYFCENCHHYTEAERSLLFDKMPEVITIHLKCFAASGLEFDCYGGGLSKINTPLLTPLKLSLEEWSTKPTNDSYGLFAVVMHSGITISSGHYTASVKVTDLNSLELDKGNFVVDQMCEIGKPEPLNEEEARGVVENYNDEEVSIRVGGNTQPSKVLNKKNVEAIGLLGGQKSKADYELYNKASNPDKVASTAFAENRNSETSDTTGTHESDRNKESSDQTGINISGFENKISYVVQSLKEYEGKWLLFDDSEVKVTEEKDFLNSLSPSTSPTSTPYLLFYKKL
#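 USP1/UAF1 complex at 1 nM was preincubated with compound for 15 min at room temperature, then Ub-Rho substrate (150nM final) was added. Fluorescence (480/540 nm) was read kinetically, 6 reads every 60 seconds.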
# LDHA inh: inhibitors of human lactate dehydrogenase A; activity change, % (values are at about 110 or 230 µM); 0.15% of 480,000 active; P00338; purified LDHA, NADH/diaphorase-resazurin fluorescence; hits give low values; in the data active means activity change below about -30%; inconclusive means mostly about -25% to -30%;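 further: plate controls were DMSO wells for no effect and wells without enzyme for full effect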
#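 Enzyme activity of human lactate dehydrogenase 5 (2 nM; 0.06 mM NADH, 0.2 mM pyruvate, 5 min, RT) is measured via a resazurin/diaphorase fluorescence readout of residual NADH.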
# RGS4 inh: human RGS4 inhibition; P49798; Transcreener GDP fluorescence polarization, RGS4-accelerated GTP hydrolysis; Potency, µM (doses to about 114 µM), for the others: at the highest dose activity change, negative = inhibition, hits mostly inhibitors; 0.039% of 390,000 active; AID 504845; further: potency means the concentration at half of the fitted maximal effect; on the % scale 0 is the no-effect control and ±100 the full control effect; nearly all actives have a fitted effect of over 75% in size; some results filed as inactive show a strong effect at the top dose
# Target sequence (P49798 whole entry, looked up): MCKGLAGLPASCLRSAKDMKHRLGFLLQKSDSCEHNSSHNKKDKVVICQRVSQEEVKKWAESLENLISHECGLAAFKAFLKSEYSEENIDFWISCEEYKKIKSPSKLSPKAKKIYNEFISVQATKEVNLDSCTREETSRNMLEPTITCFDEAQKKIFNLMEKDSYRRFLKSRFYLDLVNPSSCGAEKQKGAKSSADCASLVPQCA
#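 MLSMR compounds (23 nl, pin-transferred) preincubated 10 min at room temperature with a 500nM (2x) first reagent, then RGS4 at 900nM (2x) plus Transcreener GDP mix added; fluorescence polarization (620/688 nm) read before and after 90 min at 30 °C.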
# Vif-A3F inh: Vif-A3F binding inhibition | HeLa A3F-eYFP + Vif (tagged APOBEC3F with the HIV-1 protein that degrades it), YFP fluorescence increase | 0.2% of 390,000 active | Potency, µM (highest dose often 46.1 µM), for the others: at the highest dose activity, negative = active; further: potency means the concentration at half of the fitted maximal effect; % of control where 0% means no effect; nearly all actives have a fitted effect of over 65% in size
#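 HeLa cells stably expressing A3F-eYFP plus Vif, plated and incubated overnight at 37 deg C, then exposed to compounds overnight at 37 deg C. Blocked degradation read as raised yellow fluorescence (Ex 488/Em 500-530).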
# Vif-APOBEC3G blk: inhibitors of Vif-APOBEC3G interaction. AID 602310. Potency, µM (doses to about 46.1 µM), for the others: top-dose activity, negative = active, actives largely listed as inhibitors. HeLa A3G-eYFP + Vif (tagged APOBEC3G with the HIV-1 protein that degrades it), YFP fluorescence, overnight. 0.076% of 410,000 active;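 further: potency means the concentration at half of the fitted maximal effect; on the % scale 0 is the no-effect control and ±100 the full control effect; nearly all actives have a fitted effect of over 60% in size; hits raise eYFP signal because A3G escapes Vif-driven loss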
#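 Read-out is eYFP fluorescence (Ex 488/Em 500-530) from Vif-expressing HeLa A3G-eYFP cells; more signal means A3G escaped Vif-mediated degradation. Cells plated overnight, compound pinned in, incubated overnight at 37 deg C.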
# IDH1 R132H inh: blocks human mutant IDH1 R132H enzyme. O75874. IDH1-R132H enzyme, NADPH consumption, diaphorase/resazurin fluorescence. Potency, µM (series often up to 76.6 µM), for the others: at the top dose activity change, negative = inhibition, actives largely listed as inhibitors. 0.093% of 390,000 active; further: potency means the concentration at half of the fitted maximal effect; on the % scale 0 is the no-effect control and ±100 the full control effect; nearly all actives have a fitted effect of over 65% in size
#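 IDH1-R132H (0.5 ug/mL dispensed) in pH 7.5 Tris buffer was preincubated 30 min with compound, then given a substrate mix of 0.016 mM NADPH and 2 mM alpha-KG for 80 min at room temperature; remaining NADPH was read by diaphorase/resazurin fluorescence.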
# Starred values were filed as active, the others as inactive; ? = inconclusive; / = no result given; & = joins results of further samples; [ ] = dose if it differs, or a comment. Unless noted, the call rests on the fitted dose curve; in most records, active means well fitted curve in the direction sought with a large enough effect; inconclusive means small, poorly fitted or top-dose-only effect, or another doubt; inactive means no such curve, though single readings can be large; an effect the other way counts as inactive or inconclusive. An excerpt, so the mix of outcomes need not match the whole.
# Values in the order – TrxR1 inh, TrxR1 substrate, GRP78 ERSR act, USP1-UAF1 inh, LDHA inh, RGS4 inh, Vif-A3F inh, Vif-APOBEC3G blk, IDH1 R132H inh
- N#Cc1ccccc1NC(=O)CSc1n[nH]c(=O)n1C1CC1
    16%, -1%, 1%, 6%, -6, -1%, -8%, 1%, 2%
- O=C(N=Nc1c(O)[nH]c2ccc([N+](=O)[O-])cc12)c1cc(-c2ccccc2Cl)nc2ccccc12
    2%, -2%, 4%, -13%, 3, 2%[11.4 µM], -17%, -4%, 13%
- CC(=NNC(=O)CSCC(=O)NN=C(C)c1ccccc1)c1ccccc1
    8%[2.29 µM], 0%[2.29 µM], 0%, -4%, -2, -13%, 10%, -1%, 5%
- O=C(c1cccs1)N(Cc1cc2ccccc2[nH]c1=O)c1ccccc1
    -12%, -3%, 4%, -16%, -2, -28%, 4%, 1%, 0%
- Cc1ccc(S(=O)(=O)Cc2ccc(C(=O)N3CCc4ccccc4C3)o2)cc1
    71µM*, -7%, -3%, -5%, -1, -29%, -10%, -5%, -10%
- Cc1ccc(NNC(=O)c2c(F)cccc2Cl)cc1C
    13%, -1%, 0%, -10%, -1, 13%, 9%, 0%, -5%
- CCN(CC)c1nc(N2CCOCC2)nc2ccccc12
    -1%, -1%, -5%, 1%, -2, 5%, 5%, 1%, 1%
- c1ccc(CCNC2=NCCS2)cc1
    11%, 3%, 2%, -15%, -1, -12%, 1%, 1%, 8%
- CCOc1ccc(CCNC(=O)C2COc3ccccc3C2)cc1OCC (stereo not drawn)
    24%[57.1 µM], 4%[57.1 µM], 0%, -18%, 5, -23%, -2%, -2%, 8%
- CCOC(=O)N1CCC(NC(=O)c2ccc(CS(=O)(=O)c3ccccc3C)o2)CC1
    2%[57.1 µM], 1%[57.1 µM], -3%, -7%, -5, 11%, -3%, 1%, 4%

# An excerpt from above in order of their number in GRP78 ERSR act, falling:
# Values in the order – TrxR1 inh, TrxR1 substrate, GRP78 ERSR act, USP1-UAF1 inh, LDHA inh, RGS4 inh, Vif-A3F inh, Vif-APOBEC3G blk, IDH1 R132H inh
- O=C(c1cccs1)N(Cc1cc2ccccc2[nH]c1=O)c1ccccc1
    -12%, -3%, 4%, -16%, -2, -28%, 4%, 1%, 0%
- N#Cc1ccccc1NC(=O)CSc1n[nH]c(=O)n1C1CC1
    16%, -1%, 1%, 6%, -6, -1%, -8%, 1%, 2%
- CC(=NNC(=O)CSCC(=O)NN=C(C)c1ccccc1)c1ccccc1
    8%[2.29 µM], 0%[2.29 µM], 0%, -4%, -2, -13%, 10%, -1%, 5%
- Cc1ccc(S(=O)(=O)Cc2ccc(C(=O)N3CCc4ccccc4C3)o2)cc1
    71µM*, -7%, -3%, -5%, -1, -29%, -10%, -5%, -10%

# Next part.
# Values in the order – TrxR1 inh, TrxR1 substrate, GRP78 ERSR act, USP1-UAF1 inh, LDHA inh, RGS4 inh, Vif-A3F inh, Vif-APOBEC3G blk, IDH1 R132H inh
- COc1ccc(NC(=O)Cn2c3ncccc3c(=O)n2-c2ccc(C)c(C)c2)c(OC)c1
    4%[57.1 µM], 9%[57.1 µM], -3%, -17%, -5, 0%, 1%, 4%, -1%
- CCCc1cc(=O)[nH]c(SCc2ccc(C#N)cc2)n1
    -1%, -1%, -2%, -19%, 0, -9%, 3%, 3%, 5%
- Cc1cnc(C(=O)OCC(=O)Nc2cccc(S(=O)(=O)N3CCOCC3)c2)cn1
    3%, 1%, -1%, -16%, 0, -16%, -12%, -2%, 4%
- COc1ccc(N(C(=O)c2snc(C(N)=O)c2N)C(C(=O)NCc2ccc(F)cc2)c2ccc(O)cc2)cc1 (stereo not drawn)
    37%[activator], 31%[activator], -3%, ?, -4, -12%, 3%, -4%, -10%
- Cc1ccc(Cn2nnc3c(=O)[nH]c(C4CCN(S(=O)(=O)c5ccc(S(=O)(=O)NC6CC6)cc5)CC4)nc32)cc1
    13%[57.1 µM], 1%[57.1 µM], -2%, -8%, -4, -17%, -40%, -1%, -5%
- COc1ccc(CCNC(=O)c2cc(S(=O)(=O)N3CCOCC3)ccc2F)cc1
    37%[activator], 18%, -4%, -18%, 3, -29%, -23%, -2%, 8%
- Cc1ccc(C(c2nnnn2CCc2ccccc2)N2CCSCC2)cc1 (stereo not drawn)
    16%, 3%, -1%, -25%, 0, -13%, 4%, -3%, 4%
- O=C(Oc1ccccc1N1CCOCC1)c1sccc1Br
    20%[2.29 µM], -8%[57.1 µM], -2%, -23%, -2, 2%, 0%, 1%, 3%
- CC1CN(C(=O)Cc2ccc(-c3ccccc3)cc2)CC(C)O1 (stereo not drawn)
    8%[57.1 µM], -2%[57.1 µM], 2%, -18%, 3, -2%, 1%, 1%, 0%
- N#Cc1ccc(OCc2cccc(S(=O)(=O)N3CCOCC3)c2)cc1
    5%, 3%, -2%, -9%, -4, -13%, -13%, 3%, 2%
- COC(=O)C1=C(NC(=O)COc2ccc3ccccc3c2)CCS1
    79µM*, 30%, -3%, -17%, 1, -17%, 0%, 0%, 2%
- O=C(O)c1cccc(S(=O)(=O)Nc2ccccc2Oc2ccccc2)c1
    /, /, -2%, -26%, 1, /, -2%, 2%, 0%
- CCC(=O)N1c2ccc(S(=O)(=O)CCC(=O)Nc3ccc(OC)cc3OC)cc2CC1C (stereo not drawn)
    24%&18%, 4%&0%, -4%&-3%, -21%&-22%, -2&-1, -26%&-23%, -4%&-11%, -3%&-2%, 4%&18%
- O=S1(=O)c2ccccc2N(Cc2cccc(Cl)c2)c2ccccc21
    25%[57.1 µM], 6%[57.1 µM], -5%, -31%, 4, 9%, -1%, -14%, 5%
- Cc1ccc(C(=O)N(CC#N)CC#N)cc1C
    -10%, -9%, -3%, -17%, -12, 3%, -21%, -1%, 0%
- O=C(COC(=O)c1cc(=O)[nH]c2ccccc12)Nc1ccccc1F
    -13%, -31%, -4%, -18%, -4, 7%, -4%, 6%, 2%
- CCc1ccc(N2CC(C(=O)NCC(C)(C)N3CCOCC3)CC2=O)cc1 (stereo not drawn)
    21%, 2%, -5%, -18%, -15, -28%, -8%, 2%, -19%
- CC(C)(C)c1ccc(S(=O)(=O)N2CCN(C(=O)c3cc(-c4ccc(Br)cc4)n[nH]3)CC2)cc1
    9%, 1%, -2%, -7%, 2, -2%, 0%, 2%, 12%
- CCOc1ccccc1NC(=O)CSc1nc(=O)n(CCCN2CCOCC2)c2c1CCCC2
    13%, 5%, -2%, -21%, -3, 11%, 2%, -1%, 3%
- COC(=O)c1[nH]c2ccc(Br)cc2c1NC(=O)CN1CCN(C2CCCCC2)CC1
    -3%, -2%, -17%, -16%, -8, -6%[56.9 µM], -8%, -9%, 5%
- COc1ccccc1OCCNC(=O)CCS(=O)(=O)c1ccccc1
    2%, -5%, -1%, -7%, -6, 14%, 1%, 1%, 4%
- Cc1nc(SCCc2ccccc2)[nH]c(=O)c1C
    19%, 3%, 4%, -18%, -2, -7%, 5%, -17%, 13%
- CCCCCC(=O)N1C[C@@H](n2cc(-c3ccc(F)cc3)nn2)[C@H](O)C[C@@H]1c1ccccc1
    /, /, 4%, -24%, -23, /, -12%, -5%, 19%
- COc1ccc(-c2cc(C(F)(F)F)nc(SCC(=O)NCc3cccs3)n2)cc1OC
    16%, 92%[activator], -1%, -16%, -3, -22%, 2%, -10%, 4%
- CCC(=O)NCc1cc(-c2nn(C)c(=O)c3ccccc23)ccc1OC
    31%&14%, 12%&14%, 5%&0%, -6%&-23%, -6&-2, 11%&-2%, 15%&-14%, 0%&-9%, -21%&-11%
- CCCc1cc(C(=O)NC2CCCN(Cc3ccccc3F)C2)no1 (stereo not drawn)
    -2%, 0%, -7%, -13%, -1, 2%, 1%, 0%, 6%
- CCCCNC(=O)CCN1N=C(c2ccccc2)CCC1=O
    9%, 6%, -2%, -4%, 1, -11%, -1%, -5%, 5%
- COc1ccc(NC(=O)C(=O)NCCN2CCN(C(=O)c3cccc(Br)c3)CC2)cc1
    -31%, -10%, -4%, -6%, 1, 1%, -8%, 0%, 2%
- Cc1ccccc1Cn1nnc(-c2cccc(C(=O)O)c2)n1
    26%, 28%, -12%, 3%, -3, -1%, -9%, 4%, -2%
- COc1ccc(/C=C2\SC(=S)N(CCCC(=O)N3CCCCC3CCO)C2=O)cc1 (stereo not drawn)
    0%, -8%, -15%, -14%, -3, 7%, -2%, 2%, -2%
- Fc1ccccc1SCc1nnc(-c2ccccc2Br)o1
    28%[57.1 µM], -4%[57.1 µM], -8%, -18%, -4, ?, 7%, -2%, 7%
- Cc1cn[nH]c1
    17%[57.1 µM], 3%[57.1 µM], 1%&-5%&-5%, -19%, 0, 7%[56.9 µM], -3%, 1%, -9%
- CCN1CCCC1CNC(=O)Cn1nc(C)n2c(cc3cc(C)ccc32)c1=O (stereo not drawn)
    10%, 12%, -4%, -12%, -1, 17%, -1%, 5%, 0%
- O=c1[nH]c(SCc2nc3ccccc3c(=O)n2-c2ccccc2)nc2ccccc12
    -6%, -2%, -4%, -17%, -6, -7%, 6%, -4%, 4%

# Source: PubChem (National Center for Advancing Translational Sciences (NCATS))
